Source: PubChem
VHR inh color – VHR1 phosphatase inhibitors, primary screen, biochemical, colorimetric, HTS; Dual specificity protein phosphatase 3 (Homo sapiens), P51452; recombinant VHR phosphatase, colorimetric substrate read-out; inhibition, % at 20 µM; actives 0.7% (n = 50,000); AID 1992, 2009; in the data active = inhibition above about 60%; also: some results filed as inactive read as strong as hits
Target sequence (P51452 whole entry, looked up): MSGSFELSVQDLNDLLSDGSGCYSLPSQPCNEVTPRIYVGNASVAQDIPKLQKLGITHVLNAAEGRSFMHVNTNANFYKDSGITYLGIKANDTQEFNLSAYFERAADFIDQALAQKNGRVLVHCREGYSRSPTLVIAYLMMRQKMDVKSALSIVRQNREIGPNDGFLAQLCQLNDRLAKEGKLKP
* hit, by the source's call. Not all compounds are listed, so the mix of outcomes need not match the whole.

compound	VHR inh color
O=C(Nc1nc2ccccc2n1CCOc1ccccc1)c1ccc(Cl)cc1	5
COc1ccc(Br)cc1/C=C1\SC(N2CCOCC2)=NC1=O	0
C=CCn1c(SCC(=O)N2CCOCC2)nc2sc3c(c2c1=O)CCCC3	-14
NC(=O)c1ccc(NC(=O)C23CC4CC(CC(C4)C2)C3)cc1	-16
C(=N\Nc1ccccn1)/c1cccs1	-13
Cc1c(C(=O)Nc2ccc3c(c2)Cc2ccccc2-3)cccc1[N+](=O)[O-]	4
COc1ccc(-c2cc(C(=O)Nc3ccc([N+](=O)[O-])cc3)c3ccccc3n2)cc1	-1
CCOc1ccc(-c2[nH]c3ccc(Cl)c[n+]3c2C)cc1	10
COc1cc(C)nc(Nc2nc(C)c3ccc(C)cc3n2)n1	2
O=C1NC(=O)N(c2ccc(Cl)cc2)C(=O)/C1=C/c1cc(I)c(O)c([N+](=O)[O-])c1	-10
CC(=O)Nc1ccccc1NC(=O)c1ccc(Br)cc1	-25
CC(=O)Nc1nc2cc3sc(NC(C)=O)nc3cc2s1	102
COc1ccc(CN2CCCN(Cc3ccc(OC)cc3)C2c2ccc(F)cc2)cc1	-9
O=C1OC(c2ccc(-c3ccccc3)cc2)c2ccccc21 (stereo unspecified)	-19
CC1(C)CCC[C@@]2(C)C1CC[C@@]1(C)OC(=O)CC21 (stereo partly specified)	-15
COc1ccccc1Cc1noc(-c2ccc(F)cc2)n1	-10
Cc1ccc(/C=c2/sc3n(c2=O)C(N)=C(C#N)C(c2ccc(C)o2)C=3C#N)o1 (stereo unspecified)	34
O=C(NC1CCN(Cc2ccccc2)CC1)c1ccc(Cl)cc1Cl	-10
COc1ccc(/C(N)=N/OC(=O)c2ccc(I)cc2)cc1	-12
Cc1ccc(-c2cc(C(=O)O)c3cc(Br)ccc3n2)s1	-10
NC(=O)C1CCN(C(=O)c2cccc(F)c2)CC1	-14
COc1cccc(N2C(=O)CC(=O)NC2=O)c1	2
CC(=O)c1ccc(Nc2ncnc(Nc3ccc(C(C)=O)cc3)c2[N+](=O)[O-])cc1	0
Cc1ccc(S(=O)(=O)Nc2cc(C)c(O)c(S(=O)(=O)c3ccc(C)cc3)c2)cc1	-3
O=C(NC(=S)Nc1ccc2oc(-c3ccc(Cl)cc3)nc2c1)c1ccco1	-16
CCSCCOC(=O)C1=C(C)NC2=C(C(=O)CCC2)C1c1cc(Br)ccc1OC (stereo unspecified)	33
CC(=O)O/N=C1\CCCc2c1[nH]c1ccccc21	-52
O=C(Nc1ccc(Br)cc1C(=O)O)c1cc([N+](=O)[O-])cc([N+](=O)[O-])c1	-7
O=C(COc1ccc([N+](=O)[O-])cc1)Nc1ccc2nn(-c3ccc(F)cc3)nc2c1	-3
Cc1cccc(OCC(=O)N2CCN(c3ccc([N+](=O)[O-])cc3)CC2)c1	0
CN(C)/C=C(/Cl)C=C1C(=O)c2ccccc2C1=O	-2
Cc1ccc(C)c(NC(=O)C2CC(O)CN2C(=O)OCc2ccccc2)c1 (stereo unspecified)	-18
COc1ccc(-c2cc(C(F)(F)F)n3ncnc3n2)cc1	11
C=CCN1C(=O)/C(=C\c2ccc(-c3ccccc3Cl)o2)SC1=S	-21
CCN1C(=O)C(=Cc2ccc(-c3cccc(C(=O)O)c3)o2)C(=O)N(CC)C1=S	-2
COc1ccc(C(=O)N2CC(C)OC(C)C2)cc1[N+](=O)[O-] (stereo unspecified)	-11
CCOC(=O)C1=C(C)NC(C)=C(C(=O)OCC)C1c1ccc(N(C)C)cc1	-8
C=C1c2cc(OC)ccc2NC(=O)N1c1ccccc1	16
O=C(Nc1ccc(Cl)cc1)Nc1nnc(COc2ccccc2F)s1	-23
CCN(CC)c1ccc(C=Nc2cccc(C(N)=O)c2)c(O)c1	-3
CCCCP(=O)(CCCC)CP(=O)(CCCC)CCCC	-13
COC(=O)CCN1C(=O)/C(=C\c2ccc(C)cc2)SC1=S	-8
COc1cccc(C2/C(=C(\O)c3ccccc3)C(=O)C(=O)N2CCCCCC(=O)O)c1 (stereo unspecified)	-13
COc1cc(NC(=O)COc2ccc(Br)c(C)c2)cc(OC)c1	2
COc1cc(O)cc(Br)c1/C=N/Nc1nc2ccccc2s1	-9
Cc1ccc(C(C)C)c(OCC(=O)Nc2cccc(-c3nc4ncccc4o3)c2C)c1	-21
CC(=O)n1cc(Nc2ccccc2O)c2ccccc21	-4
O=C(Cc1ccc(-c2ccccc2)cc1)NNC(=O)c1ccc(Cl)cc1	5
CN1CCN(c2nc3ccccn3c(=O)c2/C=C2\SC(=S)N(C)C2=O)CC1	14
CCN1C(=O)/C(=C\c2cc(Br)ccc2OCCOc2cccc(OC)c2)SC1=S	1

The listing continues:
compound	VHR inh color
Cc1ccc(/C(N)=N/OC(=O)COc2cccc(C)c2)cc1	-8
COc1cc(/C(C)=N/NC(=O)C(O)(c2ccccc2)c2ccccc2)ccc1O	-12
C[n+]1ccc(-c2ccncc2)cc1	2
CC(C)(C)c1ccc2c(c1)C(=O)NC2=O	-2
Cn1c(O)c(C=NCC2CCCO2)c(=O)n(C)c1=O (stereo unspecified)	-17
CCCCCC(=O)NNC(=O)c1ccc(F)cc1	-14
CN(C)c1ccc(/C=C/C=N/NS(=O)(=O)c2ccc(C(C)(C)C)cc2)cc1	-8
COc1ccc(C(=O)Nc2ccc(Cl)c(-c3nc4ccccc4[nH]3)c2)cc1	-1
CCOC(=O)C1=C(C)N=C2SCC(=O)N2C1c1ccc(Br)cc1 (stereo unspecified)	-19
NC(=O)c1cc(-c2ccccc2)sc1N	96
O=C(CSc1nc2ccccc2n1Cc1ccccc1)N/N=C/c1cccc(O)c1	-1
CCN1C(=O)/C(=C/c2c(N3CCN(C)CC3)nc3ccccn3c2=O)SC1=S	-2
COC(=O)c1cc(NC(=O)CCCOc2ccc(Cl)cc2C)cc(C(=O)OC)c1	-24
O=C(COc1ccc2ccccc2c1)Nc1ccc(S(=O)(=O)N2CCCC2)cc1	-11
C=CCN1C(=O)/C(=C\c2cc3c(cc2Br)OCO3)SC1=S	-16
CC(=O)NC12CC3CC(C1)C(=O)C(C3)C2	-25
COc1ccc(/C=C/C(=O)Nc2ccc(C(C)=O)cc2)cc1	-24
COc1cc(C2C3=C(CCCC3=O)OC3=C2C(=O)CCC3)cc(OC)c1OC	4
COc1ccc(/C=N/Nc2cc(N3CCOCC3)ncn2)cc1	-38
N/C(=N\[N+](=O)[O-])N1CCN(C(=O)c2ccc(Cl)cc2)CC1	-34
Cc1cccc(C(=O)Nc2nc(-c3ccc(Br)cc3)cs2)c1	-2
Fc1ccc(NC(=S)Nc2cccc3ccccc23)cc1	32
CC(C)Oc1ccc(/C=N/NC(=O)C(=O)NC2CCCC2)cc1	-17
COc1ccc(N(CC(=O)O)S(C)(=O)=O)cc1Cl	-6
CCOc1ccc(C(=O)Nc2ccc(-c3cc4ccccc4oc3=O)cc2)cc1	-1

Further results:
Structure	VHR inh color
CC(=O)NC12CC3CC(CC(CCC(=O)O)(C3)C1)C2	-15
Cc1ccc(C(=O)NC2Sc3ccccc3N=C2c2ccccc2)cc1 (stereo unspecified)	67
Cc1c(C(=O)Nc2ccc(NC(=O)c3ccc(Br)cc3)cc2)cccc1[N+](=O)[O-]	-2
CCC(=O)NC(OCc1ccccc1)(C(F)(F)F)C(F)(F)F	-18
Cc1ccc(-c2nc3ccccc3c(=O)n2-c2cccnc2)cc1	13
COc1cc(-c2nc(-c3ccccc3)c(-c3cc([N+](=O)[O-])ccc3C)[nH]2)cc(OC)c1OC	6
COc1ccc(N2C(=O)NC(=O)/C(=C/c3cccn3-c3ccc([N+](=O)[O-])cc3)C2=O)cc1	-14
COCCOC(=O)c1c(C)oc2ccc(OCc3ccc(F)cc3)cc12	-7
COc1ccc(-n2c(C)c(C(C)=O)c3cc(OC(=O)c4ccccc4OC(C)=O)ccc32)cc1	-5
COc1cc2c(cc1NC(=O)/C=C/c1ccccc1)oc1ccccc12	8
CC(C)(C)c1ccc(OCC(=O)N2CCN(c3ccccn3)CC2)cc1	-4
CCOC(=O)c1c(NC(=O)/C=C/c2ccccc2)sc(C(=O)N(CC)CC)c1C	9
O=C1CC(c2cc([N+](=O)[O-])c(Cl)cc2Cl)=NO1	3
C=CCOc1ccc(/C=C2\C(=O)C(C(=O)OC)=C(C)N2c2ccc(C)cc2)cc1	34
COCCCNC(=O)c1ccc(CN(c2ccccc2)S(C)(=O)=O)cc1	-4
O=C(O)CCCN1C(=O)/C(=C/c2ccccc2)SC1=S	-17
Cc1ccc2oc(-c3ccc(NC(=O)c4ccc(C(C)(C)C)cc4)cc3O)nc2c1	-6
O=C1/C(=C/c2ccc(O)c(Br)c2)Sc2ccccc21	7
O=[N+]([O-])c1cc(C(F)(F)F)ccc1N1CCN(S(=O)(=O)c2ccccc2)CC1	-9
COc1cc2ccccc2cc1C(=O)Nc1ccc(Br)cn1	7
O=C1NC(=O)N(c2ccc(Cl)cc2)C(=O)/C1=C/c1ccc(-c2ccccc2C(=O)O)o1	-10
CC(=O)Nc1ccc(N2C(=O)C3=C(C2=O)C2C=CC3C2)cc1	-18
Clc1cccc(CCNCc2cccnc2)c1	-2
Cc1cc(OCC(=O)Nc2cc([N+](=O)[O-])ccc2Cl)cc(C)c1Cl	2
Cc1cccc(OCC(=O)Nc2ccccc2-c2ccccc2)c1	-12
Cn1cnc([N+](=O)[O-])c1Sc1ncnc2c(C#N)c3n(c12)CCCCC3	-6
O=C(CCC(=O)Nc1cccc([N+](=O)[O-])c1)NCCO	6
COc1ccc(S(=O)(=O)N2CCN(C/C=C/c3ccccc3)CC2)cc1[N+](=O)[O-]	43
Cc1ccc([N+](=O)[O-])cc1NC(=O)C1CC1	0
O=c1[nH]c(=O)n(-c2ccccc2F)c(O)c1C=NCc1ccccc1F	-10
N#CC1=C(N)Oc2n[nH]c(-c3ccccc3)c2C1CCc1ccccc1 (stereo unspecified)	27
CC(C)OC(=O)C1C(=O)CC(C)(O)C(C(=O)OC(C)C)C1c1cccc(F)c1 (stereo unspecified)	-29
Cc1cc(/C=C2/SC(=S)NC2=O)c(C)n1-c1cccnc1	97
CC(C)(C)OC(=O)N1CC(O)CC1C(=O)OCC(=O)c1ccccc1 (stereo unspecified)	-17
CCOC(=O)c1c(NC(=O)Oc2ccccc2)sc2c1CCC2	1
O=C1NC(=S)NC(=O)C1=Cc1ccccc1OS(=O)(=O)c1ccc2ccccc2c1	20
CCOc1ccc(Nc2ncnc3c2oc2ccccc23)cc1	14
CC(=O)Nc1ccc(C(=O)N2CCc3ccccc3C2)cc1	19
O=C1c2cccc3cccc(c23)C(=O)N1/N=C/c1ccccc1O	9
Cc1cc(Br)ccc1N1C(=O)c2ccc(-c3nc4ccccc4c(=O)o3)cc2C1=O	6

Reprinted from the part before: four entries; new compounds follow.
Structure	VHR inh color
CCOc1ccc(Nc2ncnc3c2oc2ccccc23)cc1	14
CC(=O)Nc1ccc(C(=O)N2CCc3ccccc3C2)cc1	19
O=C1c2cccc3cccc(c23)C(=O)N1/N=C/c1ccccc1O	9
Cc1cc(Br)ccc1N1C(=O)c2ccc(-c3nc4ccccc4c(=O)o3)cc2C1=O	6
CCN1C(=O)/C(=C/c2nc3ccccc3c(=O)n2-c2cccc(OC)c2)c2ccccc21	1
COc1ccc(CCNC(=O)CSc2nnc(-c3cccc(F)c3)n2-c2ccccc2)cc1OC	-36
Brc1ccc(-c2nnc(SCCCCOc3ccccc3)o2)cc1	14
O=S(=O)(c1ccc2c(c1)OCCO2)N1CCCCCC1	-21
CN(C)C(=O)COc1ccc2c3c(c(=O)oc2c1)CCCC3	-3
CCCNC(=O)c1c(-c2ccccc2)noc1C	-7
COc1ccc(CC(=O)O/N=C(\N)c2ccc(Br)cc2)cc1OC	-9
O=c1cc(C(F)(F)C(F)(F)F)c2cc3c4c(c2o1)CCCN4CCC3	-1
CC(C)CN1C(=O)/C(=C/c2c(F)cccc2Cl)SC1=S	-9
Cc1ccc(S(=O)(=O)Nc2cc(C)c(O)c(Sc3nc4ccccc4s3)c2)cc1	10
CCOc1ccc(NC(=O)C2C3CCC4C(CCC32)C4(Cl)Cl)cc1 (stereo unspecified)	-9
Cc1ccc2c(c1)-c1c(ssc1=S)C(C)(C)N2C(=O)C(C)N1C(=O)c2ccccc2C1=O (stereo unspecified)	-46
Cc1cc2nc(-c3ccc(NC(=S)NC(=O)c4ccco4)cc3)oc2cc1C	-7
O=C(c1ccccc1)N1N=C(C(F)(F)F)CC1(O)c1ccccc1 (stereo unspecified)	-18
Cc1ccc(OCC(=O)N/N=C\c2cccc(OC(=O)c3cccs3)c2)cc1	-16
Cc1ccc2oc(C(F)F)cc(=O)c2c1	24
Cc1onc(-c2ccccc2)c1C(=O)Nc1cccc(Br)c1	-36
CCc1nnc(NS(=O)(=O)c2ccc(N=Cc3c(C)[nH]n(-c4ccc(Cl)cc4)c3=O)cc2)s1	8
O=C(COc1ccc2c(c1)oc(=O)c1ccccc12)c1ccc(F)cc1	-2
O=[N+]([O-])c1ccccc1S(=O)(=O)NC1CCS(=O)(=O)C1 (stereo unspecified)	-16
CSc1ccc(/C=C/C(=O)c2ccc(NC(=O)c3ccco3)cc2)cc1	3
OCc1cccc(N=Cc2cccc(Cl)c2Cl)c1	-1
COC(=O)Nc1sc(C)nc1-c1ccccc1	-13
S=C(NCC1(c2ccccc2)CCOCC1)Nc1ccccc1	-20

In the list so far, 5 have a tert-butyl group:
Structure	VHR inh color
CC(C)(C)c1ccc2c(c1)C(=O)NC2=O	-2
CN(C)c1ccc(/C=C/C=N/NS(=O)(=O)c2ccc(C(C)(C)C)cc2)cc1	-8
CC(C)(C)c1ccc(OCC(=O)N2CCN(c3ccccn3)CC2)cc1	-4
Cc1ccc2oc(-c3ccc(NC(=O)c4ccc(C(C)(C)C)cc4)cc3O)nc2c1	-6
CC(C)(C)OC(=O)N1CC(O)CC1C(=O)OCC(=O)c1ccccc1 (stereo unspecified)	-17
